PAFAH1B2 FP inh – inhibitors of human PAFAH1B2; inhibition, % at 3.39 µM; P68402; hit rate 1.2% among 340,000; recombinant PAFAH1B2, FP-rhodamine activity probe, fluorescence polarization;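 active = inhibition above the mean of all tested compounds plus 3 SD, cut at about 24% in these data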;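 also: 0% = enzyme with DMSO and 100% = wells lacking PAFAH1B2; many of its hits are not listed in these tables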
PME-1 inh – PME-1 (human) inhibition; hit rate 0.53% among 320,000; inhibition, % at 5.9 µM; Q9Y570; AID 2130; recombinant PME-1, FP-Rh probe fluorescence polarization;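 active = inhibition above the campaign mean of all compounds plus 3 SD, cut at about 26% in these data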;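 also: competitive labeling of PME-1 active site by serine hydrolase directed probe; 0% = PME-1 with DMSO and 100% = wells lacking PME-1 enzyme; inhibitors block probe labeling so polarization falls and inhibition rises; many of its hits are not listed in these tables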
LYPLA1 counter – counter-screen for PME1 inhibitors: inhibitors of human LYPLA1 | inhibition, % at 5.9 µM | recombinant LYPLA1, FP-Rh probe fluorescence polarization | hit rate 0.16% among 320,000;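 active = inhibition above the mean of all tested compounds plus 3 SD, set per campaign, cut at about 14% in these data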;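 also: inhibitors block serine hydrolase probe labeling of LYPLA1 so polarization falls; 0% = enzyme with DMSO and 100% = wells lacking LYPLA1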
PAD4 inh – PAD4 (human) enzyme inhibition; inhibition, % at 6.36 µM; hit rate 0.41% among 330,000; recombinant PAD4, RCA probe fluorescence polarization; Q9UM07;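 active = percent inhibition above a cutoff equal to the mean of all tested compounds plus 3 SD, cut at about 15% in these data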;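 also: 0% = PAD4 with RCA probe and DMSO and 100% = probe without PAD4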
PAFAH1B3 FP inh – blocks human PAF acetylhydrolase 1B catalytic subunit 3; Q15102; inhibition, % at 3.39 µM; hit rate 0.28% among 340,000; recombinant PAFAH1B3, FP-rhodamine probe, fluorescence polarization;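 active = inhibition above the screen-wide average of all tested compounds plus 3 SD, cut at about 25% in these data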;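 also: 0% = enzyme with DMSO only and 100% = wells lacking PAFAH1B3 protein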
Target sequence (Q15102 whole entry, looked up): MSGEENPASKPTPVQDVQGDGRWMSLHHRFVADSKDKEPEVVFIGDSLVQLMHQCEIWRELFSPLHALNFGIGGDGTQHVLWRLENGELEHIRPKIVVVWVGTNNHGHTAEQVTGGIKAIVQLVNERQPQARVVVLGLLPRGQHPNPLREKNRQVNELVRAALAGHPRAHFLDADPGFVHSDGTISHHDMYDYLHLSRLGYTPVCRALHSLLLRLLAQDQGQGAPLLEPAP
GSTO1 inh – counter-screen for RBBP9 inhibitors: inhibitors of human GSTO1; P78417; recombinant GSTO1, activity-based probe fluorescence polarization; inhibition, % at 5.96 µM; hit rate 1.1% among 300,000;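 active = inhibition above the campaign mean inhibition plus 3 SD, cut at about 35% in these data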;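 also: 0% = GSTO1-1 with DMSO and 100% = wells lacking GSTO1-1 enzyme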
PAFAH2 FP inh – inhibitors of human PAFAH2; recombinant PAFAH2, FP-rhodamine activity probe, fluorescence polarization; inhibition, % at 3.39 µM; hit rate 0.99% among 340,000; AID 492956;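 active = inhibition above the mean over all tested compounds plus 3 SD, cut at about 30% in these data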;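 also: inhibitors block probe labeling of enzyme so polarization drops; 0% = enzyme with DMSO and 100% = wells lacking PAFAH2 protein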
pPAFAH FP inh – inhibitors of human plasma PAF acetylhydrolase (pPAFAH). Q13093. recombinant pPAFAH, FP-rhodamine probe fluorescence polarization. inhibition, % at 3.39 µM. hit rate 1.5% among 330,000;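 active = inhibition above the mean inhibition across the screen plus 3 SD, cut at about 25% in these data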;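 also: inhibitors block binding of the rhodamine activity-based probe so polarization drops; 0% = enzyme with DMSO and 100% = wells lacking pPAFAH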
Target sequence (Q13093 whole entry, looked up): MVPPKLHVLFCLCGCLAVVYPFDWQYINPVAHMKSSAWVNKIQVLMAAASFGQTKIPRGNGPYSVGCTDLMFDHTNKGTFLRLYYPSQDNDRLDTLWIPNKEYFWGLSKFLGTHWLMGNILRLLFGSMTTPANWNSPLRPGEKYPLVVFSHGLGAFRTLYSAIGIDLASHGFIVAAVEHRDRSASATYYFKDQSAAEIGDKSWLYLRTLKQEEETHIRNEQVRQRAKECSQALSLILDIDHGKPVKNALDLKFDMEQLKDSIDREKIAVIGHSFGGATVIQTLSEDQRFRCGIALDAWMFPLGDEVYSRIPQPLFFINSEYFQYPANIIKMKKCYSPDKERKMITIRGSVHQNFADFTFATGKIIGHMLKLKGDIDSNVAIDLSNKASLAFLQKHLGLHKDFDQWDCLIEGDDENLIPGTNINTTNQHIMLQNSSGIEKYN
LYPLA2 inh – counter-screen for PME1 inhibitors: inhibitors of human LYPLA2. AID 2177. recombinant LYPLA2, FP-Rh probe fluorescence polarization. O95372. hit rate 0.38% among 320,000. inhibition, % at 5.9 µM;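 active = inhibition above the screen-wide mean plus 3 SD, limit set per campaign, cut at about 26% in these data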;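 also: 0% = LYPLA2 with DMSO and 100% = wells lacking LYPLA2 enzyme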
Target sequence (O95372 whole entry, looked up): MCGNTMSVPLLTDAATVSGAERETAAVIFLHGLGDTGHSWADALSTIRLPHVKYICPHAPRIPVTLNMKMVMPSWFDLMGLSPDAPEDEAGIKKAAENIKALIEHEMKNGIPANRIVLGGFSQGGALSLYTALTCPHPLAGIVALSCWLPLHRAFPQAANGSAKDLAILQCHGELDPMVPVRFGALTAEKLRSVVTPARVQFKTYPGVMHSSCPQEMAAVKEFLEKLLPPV
* hit, by the source's call; x = not tested or not shown; & = joins results of further samples. This is a subset. The share of hits here may be higher or lower than overall.

SMILES	PAFAH1B2 FP inh	PME-1 inh	LYPLA1 counter	PAD4 inh	PAFAH1B3 FP inh	GSTO1 inh	PAFAH2 FP inh	pPAFAH FP inh	LYPLA2 inh
CCc1nnc(NS(=O)(=O)c2ccc(N3C(=O)c4ccc(C(=O)O)cc4C3=O)cc2)s1	6	8	0	-1	9	5	-2	1	5
CC(=O)Nc1ccc(Oc2nc(-c3cccnc3)nc3sc4c(c23)CCCC4)cc1	2	2	-3	3	1	5	0	6	3
CC(C)CN(C(=O)COC(=O)CNC(=O)c1ccccc1)c1c(N)n(Cc2ccccc2)c(=O)[nH]c1=O	-8	-2	2	-5	7	-3	-1	7	2
COc1cc(OC)c2c(c1)C(=O)c1cc(OC)cc(OC)c1C2=O	3	-15	-3	14	11	3	-1	-3	9
Cc1ccc(S(=O)(=O)N2CCC(C(=O)OCC(=O)N3CCCC3=O)CC2)cc1C	-1	7	1	-2	0	13	5	5	7
CC1(C)NC(=O)N(CCOCCOc2c(Cl)cc(Cl)cc2Cl)C1=O	5	3	4	2	-3	3	-3	10	6
CCC(O)C1CCN(C(=O)c2ccc(OC3CCN(Cc4ccccn4)CC3)cc2)CC1 (stereo not given)	1	-2	-3	-1	5	7	2	3	2
CCNc1nc(NC(C)C)nc(NC(C)(C)C)n1	4	-4	3	-10	5	2	4	-4	-2
Cn1nccc1C(=O)NC1CCCc2c1cnn2-c1ccccc1F (stereo not given)	4	3	-1	-6	9	0	3	0	2
c1ccc2occc2c1	4	x	x	6	6	x	2	4	x
O=C1/C(=C\Nc2ccc(Cl)cc2)CCN1c1ncccn1	-7	2	0	-4	5	0	2	-3	-2
O=c1[nH]c(CNCc2cccnc2)nc2ccccc12	7	4	1	-1	8	5	1	0	6
CC(NC(=S)NC(=O)c1cccs1)c1ccccc1 (stereo not given)	5	x	x	-1	2	x	0	9	x
COc1cc(NC(=O)COC(=O)CNC(=O)C23CC4CC(CC(C4)C2)C3)cc(OC)c1	3	6	-1	-1	1	x	-3	-1	-11
CC(C)(C)NC(=O)Cn1c(SCC(N)=O)nc2ccccc21	5	2	-1	-8	2	8	-1	5	3
Cc1ccc2sc(NC(=O)CN3C(=O)c4ccccc4C3=O)nc2c1C	-3	2	-3	-2	-2	8	-6	1	-4
CC(C(=O)Nc1ccc2c(c1)OCO2)c1ccc([N+](=O)[O-])cc1 (stereo not given)	6	-3	0	-3	-2	8	-4	2	1
COc1cc(-c2c(-c3ccc4c(c3)OCO4)noc2C)ccc1F	5	-2	4	-1	0	6	2	0	3
O=C(CCN1CCN(c2ccccc2)CC1)N/N=C/c1ccc([N+](=O)[O-])o1	3	-3	1	-8	5	16	7	7	7
O=C(C1CC(=O)N(c2ccc3c(c2)OCCO3)C1)N1CCN(c2ccccc2)CC1 (stereo not given)	3	-5	0	-1	8	5	-3	7	4
CCN(CC(=O)Nc1ccc2c(c1)OCCO2)Cc1cc(=O)oc2cc(C)c(C)cc12	5	1	1	2	-1	5	0	6	2
CC1(C)Cc2nc3sc4c(N5CCCC5)nnnc4c3cc2CO1	x	4	-2	-3	x	0	x	1	-2
COc1ccc(C(=O)Nc2ccc(Cl)cc2F)cc1S(=O)(=O)N1CCCC1	2	3	-2	-2	1	x	0	1	5
O=C(C1COc2ccccc2O1)N1CCN(c2ccc([N+](=O)[O-])cc2)CC1 (stereo not given)	4	x	x	-2	16	x	-1	3	x
CC1(NC(=O)Nc2cc([N+](=O)[O-])ccc2O)CCS(=O)(=O)C1 (stereo not given)	12	5	2	-5	-6	x	0	4	12
CC(CNC(=O)Cn1ccc2cc(S(=O)(=O)N3CCCC3)ccc21)c1ccccc1 (stereo not given)	13	4	-2	-2	6	7	4	1	2
O=C(COC(=O)c1ccc(Cl)c(S(=O)(=O)N2CCCC2)c1)NC1CCCCC1	3	5	2	2	9	5	36*	11	-5
CC(=O)c1cccc(NC(=O)C2CCCCC2)c1	1	0	0	-7	0	-3	-7	1	-4
CC(C)Oc1ccc(C(=O)Nc2ccc(N3CCCCC3)cc2)cc1	-5	-5	0	-13	-13	2	-1	6	9
Cc1ccc(S(=O)(=O)Nc2c(C)n(C)n(-c3ccccc3)c2=O)cc1	3&5	-3&-5	-2&3	1&4	-1&4	-2&8	11&2	2&3	0&1
CN(C)/C=C(/C(=O)c1ccc(Cl)cc1Cl)S(=O)(=O)c1ccccc1	11	-4	-1	4	4	6	11	-3	0
O=C(COC(=O)C12CC3CC(CC(Cl)(C3)C1)C2)Nc1ccccc1	35*	x	x	1	8	x	60*	5	x
O=C(ONC1=NCCCCC1)c1ccc([N+](=O)[O-])cc1	4	4	0	-2	3	2	4	10	2
CC(=O)Oc1ccc(C)cc1-n1nc2ccccc2n1	4	4	-2	-4	-3	12	-5	8	6
CCn1[nH]c(=O)c(=Nc2c(C)n(C)n(-c3ccccc3)c2=O)cc1-c1ccc(Cl)cc1	8	-1	2	-3	2	1	6	7	3
Cc1cc2ncn(CCC(=O)NC(C)(C)C)c2cc1C	8	-1	1	-7	7	-2	0	-1	-3
CC(=O)OC1CCC2(C)C(CCC3C2CC(OC(C)=O)C2(C)C3C[C@@H]3O[C@]4(CC[C@@H](C)CO4)[C@@H](C)C32)C1 (stereo not given in full)	x	-7	-2	0	x	5	x	-2	-6
CCCc1nc2ccc(NC(=O)c3cccs3)cc2c(=O)n1Cc1ccc(Cl)cc1	-17	-12	-8	-3	-17	-5	-41	-7	-14
CN1CCN(Cc2nc3c(c(=O)[nH]c(=O)n3C)n2Cc2c(F)cccc2Cl)CC1	4	-5	-1	0	0	-2	-16	-5	-1
CCCc1ccc(Oc2cn[nH]c2-c2ccc(O)cc2O)cc1	0	3	-13	-2	4	13	7	11	2
COc1ccc(CN2CCCC(CO)(Cc3ccc(F)cc3)C2)c(OC)c1OC (stereo not given)	2	4	-1	-6	4	-3	-5	0	3
CC1CCCC(NC(=O)CCCn2ncn3c(cc4occc43)c2=O)C1C (stereo not given)	1	1	-1	-1	8	5	3	3	-9
CC1CCN(C(=O)CN2c3cccc4cccc(c34)S2(=O)=O)CC1	-2	-1	2	-4	2	x	-11	0	5
O=C(NC(c1ccccc1)c1ccccc1)C1CCCN(S(=O)(=O)c2cnc[nH]2)C1 (stereo not given)	7	0	-3	-1	2	0	7	1	-4
CCOC(=O)c1nnn2c1nc(N(CC)CC)c1ccccc12	7	2	0	-3	5	10	6	4	0
O=c1[nH]c(SCc2nc3ccccc3c(=O)n2-c2ccccc2)nc2ccccc12	9	0	9	5	4	-3	-4	-4	9
O=C(Nc1ccc(F)cc1F)c1ccc(COc2c(F)c(F)cc(F)c2F)o1	-2	1	-4	-4	8	7	-2	4	-5
S=C(NCc1ccc2c(c1)OCO2)NC1CCN(Cc2ccccc2)CC1	1	4	-5	0	0	6	-5	5	-1
O=C(O)c1cc(-c2cccnc2)nn1-c1ccccn1	-1	-1	-3	5	-3	-1	-3	-1	-4
O=C(NCc1ccccc1)C1=C[C@H](c2csc3ccccc23)C[C@H](OCCCCO)O1	4	1	-1	-3	-8	3	-2	16	-7

Continuation.
SMILES	PAFAH1B2 FP inh	PME-1 inh	LYPLA1 counter	PAD4 inh	PAFAH1B3 FP inh	GSTO1 inh	PAFAH2 FP inh	pPAFAH FP inh	LYPLA2 inh
Clc1ccc(CSc2ncn[nH]2)cc1	11	2	1	3	3	16	0	0	10
COc1ccc(S(=O)(=O)Nc2ccc3c(c2)n(C)c(=O)n3C)cc1OC	4	-1	0	-6	-6	-4	-2	1	-4
CS(=O)(=O)N1CCC(C(=O)NCc2ccncc2)CC1	4	-6	3	-4	-2	12	0	1	7
COc1ccc(Cl)cc1NC(=S)Nc1cccnc1	2	-2	-1	-3	8	1	6	1	2
Cc1cccc(NC(=O)CN2C(=O)N/C(=C/c3cc(C)n(C(C)C)c3C)C2=O)c1	3	2	0	-2	6	-3	8	8	6
C=CC[C@H](CC(=O)NCCO)C(=O)N[C@@H](COC(=O)[C@H](CC=C)CC(=O)OC(C)(C)C)Cc1c[nH]c2ccccc12	4	x	x	4	0	x	1	18	x
Fc1ccccc1-c1n[nH]c(=S)n1CC1CCCO1 (stereo not given)	1	0	-2	0	3	1	-2	5	-7
COc1cc(/C=N/NC(=O)c2cccnc2)ccc1OCC(=O)Nc1c(C)cc(C)cc1C	3	-1	0	-3	3	2	4	3	-1
COc1ccc(C2=NN3C(C2)c2ccccc2OC32C(=O)N(C)c3ccccc32)cc1 (stereo not given)	3	-6	-19	-6	3	-3	-1	1	-18
O=C(NCc1ccco1)c1ccc(F)c(S(=O)(=O)N2CCCCC2)c1	2	-4	-2	-2	7	-1	1	-4	-10

One compound at a time (already shown). Order of values: PAFAH1B2 FP inh | PME-1 inh | LYPLA1 counter | PAD4 inh | PAFAH1B3 FP inh | GSTO1 inh | PAFAH2 FP inh | pPAFAH FP inh | LYPLA2 inh
Entry for O=C(COC(=O)C12CC3CC(CC(Cl)(C3)C1)C2)Nc1ccccc1 → 35* | x | x | 1 | 8 | x | 60* | 5 | x
Entry for CC(C)Oc1ccc(C(=O)Nc2ccc(N3CCCCC3)cc2)cc1 → -5 | -5 | 0 | -13 | -13 | 2 | -1 | 6 | 9

Next results.
SMILES	PAFAH1B2 FP inh	PME-1 inh	LYPLA1 counter	PAD4 inh	PAFAH1B3 FP inh	GSTO1 inh	PAFAH2 FP inh	pPAFAH FP inh	LYPLA2 inh
O=C1CC(Sc2ncn[nH]2)C(=O)N1c1ccccc1 (stereo not given)	0	-1	-1	6	7	5	1	5	-8
CCOC(=O)c1ccc(Oc2c(C)oc3cc(OS(C)(=O)=O)ccc3c2=O)cc1	2	0	0	2	-8	10	-1	1	8
CCOCCCNC(=O)N[C@@H](Cc1ccccc1)C(=O)OC	1	-3	2	-1	6	2	-21	5	-2
CCc1nnc(NC(=O)c2c(O)c3c([nH]c2=O)CCCC3)s1	5	-7	0	-4	8	-4	3	-1	-7
CC(=O)NC1(NC(C)=O)CCN(C)C(c2ccccc2)C1C (stereo not given)	-2	1	3	-3	-2	7	3	-5	0
CN(CCCNC(=O)c1ccc(N2CCCC2=O)cc1)c1ccccc1	3	2	-2	0	10	8	-1	3	6
CC(=O)Nc1ccc(S(=O)(=O)N(C)CC(=O)OC2CCCCC2=O)cc1 (stereo not given)	-3	-3	-3	0	1	x	3	1	-2
CC1CC(NC(=O)c2cnc3n(c2=O)CCS3)CC(C)(C)C1 (stereo not given)	9	0	2	1	-5	-4	-2	-1	1
COc1ccccc1C(=O)NCCC(=O)NC1=NCCS1	8	3	-2	2	9	x	4	5	6
Cc1cc(C)c(C(=O)/C=C/c2cccc3ccccc23)c(=O)[nH]1	1	1	-2	3	1	0	2	1	-2
O=S(=O)(NOCc1ccc(Cl)cc1)c1ccc(Cl)cc1	56*	-10	-6	3	7	8	15	29*	-5
COc1cc(/C=N/NC(=O)CCn2nnc3ccccc32)ccc1O	-2	6	-3	-2	1	-1	0	6	2
COc1ccccc1/C=N/OC(=O)c1ccc(C)cc1	1	7	0	8	-2	5	87*	11	0
O=C(NCCCl)Nc1ccc(Cl)c([N+](=O)[O-])c1	6	0	-1	-1	0	12	2	-5	3
O=[N+]([O-])c1cccc(CN2CCN(c3cccc4[nH]ccc34)CC2)c1	5	2	-1	0	9	7	10	6	5
Cc1nn(C2CCCCC2)c(N)c1-c1ccccc1	0	0	3	-1	7	3	2	6	5
CCOC(=O)c1c(C)[nH]c(C(=O)CSc2nc3ccccc3o2)c1C	0	-7	-1	-5	6	6	10	5	-4
CCCn1nc(NS(=O)(=O)c2ccccc2)c2cc3cc(C)ccc3nc21	9	-2	1	2	-4	-1	1	8	4
